UPR XBP1 act = activators of adaptive arm of unfolded protein response (XBP1); activation, % at 20 µM; AID 463104; 330,000 tested, 0.33% active; CHO-XBP1 luciferase reporter, IRE1-XBP1 UPR activation, luminescence; percent of tunicamycin response, DMSO as zero;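 active = versus positive control, 20 µM dose yields 30% or more activation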;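 also: 100% = tunicamycin at 10 µg/mL and 0% = DMSO only wells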
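Material – CHO cell line with stable XBP1 luciferase reporter · Buffer or medium – F12 plus 10% FBS · Compound – single point, 20 µM final compound, 1% DMSO · Schedule – 16-18 h cell attachment at 37 °C, then 6 h compound exposure · Signal – Steady-Glo luminescence read · Benchmarks – high control tunicamycin 10 µg/mL final, low control DMSO vehicle only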
CCR6 antag = CCR6 (human) receptor antagonism | P51684 | CHO-K1 CCR6 PathHunter beta-arrestin, luminescence, CCL20-stimulated | inhibition, % at 20 µM | 340,000 tested, 0.49% active | AID 493098;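 active = compounds whose inhibition of the agonist-driven luminescence signal at 20 µM reaches about 50%, limit read from the data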;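 also: cells stimulated with CCL20 at 14 nM final; plate controls were DMSO with CCL20 for no effect and DMSO without agonist for full effect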
EBI2 antag = antagonists of human EBI2 receptor | P32249 | EBI2 beta-arrestin recruitment, luminescence, 7a,25-OHC stimulated | inhibition, % at 5 µM | 360,000 tested, 0.81% active; in the data active = inhibition above about 38%;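 also: enzyme fragment complementation signal reports receptor beta-arrestin coupling in cells; 0% = agonist plus DMSO wells and 100% = wells without agonist; some results beyond the cut were filed as inactive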
Target sequence (P32249 whole entry, looked up, the tested form may be a part): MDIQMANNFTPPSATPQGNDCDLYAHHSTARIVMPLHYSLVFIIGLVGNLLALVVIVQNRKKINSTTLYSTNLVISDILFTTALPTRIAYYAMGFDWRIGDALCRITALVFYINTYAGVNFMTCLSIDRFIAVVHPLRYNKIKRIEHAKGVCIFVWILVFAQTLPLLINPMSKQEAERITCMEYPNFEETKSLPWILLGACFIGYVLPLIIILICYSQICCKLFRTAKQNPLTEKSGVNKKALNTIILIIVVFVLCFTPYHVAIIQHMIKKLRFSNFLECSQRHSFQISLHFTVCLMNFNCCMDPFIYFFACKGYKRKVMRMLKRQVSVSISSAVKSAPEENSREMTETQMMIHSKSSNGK
UPR CHOP act = activators of apoptotic arm of unfolded protein response (CHOP); AID 449763; activation, % at 10 µM; 330,000 tested, 0.34% active; CHO-CHOP luciferase reporter, UPR activation, luminescence; percent of tunicamycin response over DMSO baseline;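 active = at 10 µM dose, activation of 40% or more, normalized to positive control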;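 also: 100% = tunicamycin at 10 µg/mL and 0% = DMSO alone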
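System: CHO-CHOP luciferase reporter cell line | Buffer or medium: F12 medium containing 10% fetal bovine serum | Doses: One dose, 10 µM in 0.5% DMSO | Times: 6 h compound exposure at 37 °C after overnight seeding | Signal: Luciferase luminescence | Read-out: % activation vs tunicamycin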
tim23-1 inh = inhibits growth of tim23-1 mutant yeast; S. cerevisiae tim23-1 growth, BacTiter-Glo luminescence, 24 h; inhibition, % at 20 µM; 330,000 tested, 1.3% active; AID 463212;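 active = growth inhibition of the mutant yeast at or above 50%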;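 also: temperature-sensitive mutant grown at 25 °C; plate controls were DMSO-treated mutant yeast for no effect and medium wells lacking yeast for full effect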
CXCR6 block = inhibitors of human CXCR6 receptor. O00574. 360,000 tested, 0.36% active. CHO-K1 PathHunter CXCR6 beta-arrestin, luminescence. inhibition, % at 20 µM. AID 602244; in the data active = inhibition above about 34%, passing the limit was not always enough;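 also: antagonist mode with CXCL16 agonist at 10 nM final; 0% = 10 nM CXCL16 with DMSO and 100% = unstimulated wells without agonist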
Target sequence (O00574 whole entry, looked up): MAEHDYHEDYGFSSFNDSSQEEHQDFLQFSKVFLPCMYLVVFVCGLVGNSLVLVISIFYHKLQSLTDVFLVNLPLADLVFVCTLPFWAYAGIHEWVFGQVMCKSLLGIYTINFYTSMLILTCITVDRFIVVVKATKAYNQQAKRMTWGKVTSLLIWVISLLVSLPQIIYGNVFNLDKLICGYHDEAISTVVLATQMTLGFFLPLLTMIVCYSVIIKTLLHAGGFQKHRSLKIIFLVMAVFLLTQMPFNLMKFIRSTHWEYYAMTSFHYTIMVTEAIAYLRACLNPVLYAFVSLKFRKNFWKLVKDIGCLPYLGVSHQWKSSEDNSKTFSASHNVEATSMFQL
Mdm2 MdmX PPI = inhibitors of human Mdm2/MdmX interaction. 330,000 tested, 3% active. inhibition, % at 8 µM. O15151+Q00987. SaOS-2 split-luciferase Mdm2/MdmX complementation, luminescence;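 active = inhibition of at least 50% at 8 µM in the primary screen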
APJ antagonist = blocks the human apelin receptor APJ. CHO-K1 APJ beta-arrestin complementation, luminescence. inhibition, % at 20 µM. 330,000 tested, 0.32% active. AID 2521;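 active = inhibition above about 40% at 20 µM, limit read from the data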;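 also: cells challenged with 10 nM apelin-13 agonist together with compound; plate controls were apelin-13 plus DMSO wells for no effect and DMSO wells lacking apelin-13 for full effect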
Target sequence (P35414 whole entry, looked up): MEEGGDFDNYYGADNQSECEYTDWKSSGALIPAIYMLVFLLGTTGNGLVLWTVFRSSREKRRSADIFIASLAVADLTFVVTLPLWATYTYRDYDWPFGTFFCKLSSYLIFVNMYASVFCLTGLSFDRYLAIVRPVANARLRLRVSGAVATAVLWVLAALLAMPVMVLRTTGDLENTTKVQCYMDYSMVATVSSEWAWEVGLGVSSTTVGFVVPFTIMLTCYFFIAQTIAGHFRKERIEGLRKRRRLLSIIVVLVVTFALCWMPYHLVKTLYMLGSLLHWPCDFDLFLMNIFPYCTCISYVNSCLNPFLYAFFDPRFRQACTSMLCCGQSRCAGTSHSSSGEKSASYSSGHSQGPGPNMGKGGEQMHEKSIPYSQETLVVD
APJ ag = APJ receptor agonism | P35414 | CHO-K1 APJ PathHunter beta-arrestin, luminescence; 0% DMSO wells, 100% apelin | activation, % at 20 µM | 330,000 tested, 0.11% active;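 active = activation more than six SD over the plate average, tested at 20 µM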;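 also: 0% = DMSO alone and 100% = apelin-13 at 10 nM; some results filed as inactive read as strong as hits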
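assay system = CHO-K1 APJ beta-arrestin complementation cell line | input = cell density 1000 per well | dosing = compound 20 µM once, DMSO 1% | timing = compound 90 min 25 °C, reagent 1 h | measured by = luminescence from split beta-galactosidase complementation, Galacton Star/Emerald II substrate | read-out basis = APJ agonist activity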
Active calls of the source: *. An excerpt; count on the stated rates, not on these rows.

Start of the listing, in advance:
SMILES	UPR XBP1 act	CCR6 antag	EBI2 antag	UPR CHOP act	tim23-1 inh	CXCR6 block	Mdm2 MdmX PPI	APJ antagonist	APJ ag
Cc1ccc(-n2nc(C(=O)O)c3ccccc3c2=O)cc1C	0	2	0	-0.4	8	-2	-3	2	4
COc1cc(OC)cc(C(=O)NC(=S)Nc2ccc(N3CCCC3)cc2)c1	-2	27	14	-0.7	2	14	21	8	0

The whole of this part, previewed entries included:
SMILES	UPR XBP1 act	CCR6 antag	EBI2 antag	UPR CHOP act	tim23-1 inh	CXCR6 block	Mdm2 MdmX PPI	APJ antagonist	APJ ag
Cc1ccc(-n2nc(C(=O)O)c3ccccc3c2=O)cc1C	0	2	0	-0.4	8	-2	-3	2	4
COc1cc(OC)cc(C(=O)NC(=S)Nc2ccc(N3CCCC3)cc2)c1	-2	27	14	-0.7	2	14	21	8	0
CC1CN(CC(O)COC2CCC(C(C)(C)C)CC2)CC(C)O1 (stereo unspecified)	1	-1	-2	0.0	-210	-2	17	4	-3
O=C1CC(c2ccco2)CC2=C1C=Nc1ccccc1N2 (stereo unspecified)	-1	5	-3	2.0	9	-9	11	-8	-4
Cc1ccc(NC(=O)[C@@H]2CCCN2C(=O)[C@@H]2Cc3ccccc3CN2)c(C)c1	-5	1	-2	0.2	10	4	33	10	-3
O=C(Nc1ccc(-c2nnc3n2CCCCC3)cc1)c1cc2ccccc2o1	4	-1	-5	0.8	19	-7	19	1	4
COc1ccc(C)c2sc(=NC(=O)c3ccc(C(C)=O)cc3)n(C)c12	-2	7	2	5.0	6	12	-149	12	-4
CCn1cc(C(=O)NCCCN2CCC(C)CC2)c(=O)c2cc(S(=O)(=O)N(C)C3CCCCC3)ccc21	-3	4	-3	0.4	-4	8	39	20	-6
CCCn1c(=O)c2ccccc2n2c(SCC(=O)/C(C#N)=C(\C)N)nnc12	-3	4	7	-0.1	-9	5	3	1	2
CN(C)N1C(=O)CC(N2CCCC2)C1=O (stereo unspecified)	4	22	3	-0.8	6	6	15	25	-4
CC(C)c1ccc(Nc2ncccc2C#N)cc1	2	10	-5	1.8	5	-2	-9	0	-4
COC(=O)CSc1nc2cc(C)ccc2cc1C#N	2	10	1	5.4	8	0	-212	5	-18
COc1ccc(CNC(=O)c2cc(C)nc3ccccc23)cc1OC	-3	11	1	0.4	9	-3	-27	4	1
COc1ccc(C(=O)CC(=O)c2ccc(F)cc2)cc1	4	-5	3	3.8	11	4	-12	0	1
CC(NC(=O)c1ccc(Cl)cc1)c1nnc(SCC(=O)NC2=NCCS2)n1C (stereo unspecified)	5	2	-3	-2.9	12	-4	2	-2	-1
Cc1ccc(OC/C(=N\O)C(C)(C)C)c([N+](=O)[O-])c1	0	33	-1	2.8	24	-2	-9	9	0
Clc1ccccc1CN1CCSCC1	-1	6	-6	1.2	11	4	10	16	1
Cc1cc(-c2nn(-c3ccccc3F)cc2CN2CCCC(CO)C2)c(C)s1 (stereo unspecified)	-1	18	7	-0.8	18	15	-16	1	-2
CCn1c(=O)c(=O)[nH]c2cc(C(=O)NC3CCCC3)ccc21	-2	2	-6	1.4	3	-5	9	11	-3
O=C(COc1ccccc1Cl)NCCCN1CCOCC1	0	3	-13	-3.3	5	-2	-2	11	4
CN(Cc1ccccc1)C(=O)C1CCCN(Cc2ccc(Cl)cc2)C1 (stereo unspecified)	-6	20	-17	-4.1	-9	1	24	11	-5
CCCNC(=O)N1CCN(c2nc(C(C)C)c3c(c2C#N)CC(C)(C)OC3)CC1	-5	18	10	2.0	14	8	41	0	-4
O=C(CSCc1nc2ccccc2[nH]1)Nc1ccc(Oc2ccccc2)cc1	0	-10	-12	1.5	19	2	3	-14	0
Cc1c(NC2(c3nnnn3-c3ccc(Br)cc3)CCCCC2)c(=O)n(-c2ccccc2)n1C	-1	18	-2	1.0	31	9	1	8	-9
COc1ccc(N2CCN(C(=O)c3cc(N4C(=O)C5C6CCC(C6)C5C4=O)ccc3Cl)CC2)cc1 (stereo unspecified)	-2	-3	2	2.2	13	-4	21	-9	1
CCCc1ccc(OCc2ccc(C(=O)Nc3cccc(C)n3)o2)c(OC)c1	0	13	19	3.5	2	-10	-6	8	-2
CN(CC(=O)Nc1ccccc1N1CCOCC1)CC(=O)Nc1ccc(F)c(F)c1F	-3	3	1	-2.5	0	2	17	10	-5
CCOc1ccc(-c2csc(C3COc4ccccc4O3)n2)cc1 (stereo unspecified)	5	0	3	3.0	-5	-4	-102	2	-3
CCn1c(SCC(=O)Nc2ccc(S(=O)(=O)Nc3onc(C)c3C)cc2)nnc1-c1ccccc1	-1	7	3	1.8	-1	3	2	-4	-1
CCCn1nnnc1NC(=O)c1cccs1	1	-10	-5	1.0	4	-7	5	1	1
COc1cc(SSc2cc(OC)cc([N+](=O)[O-])c2N)c(N)c([N+](=O)[O-])c1	-4	54*	41	19	27	30	-39	-17	0
Cc1nc2ccc(N=NC3=C(O)CC(C)(C)CC3=O)cc2s1	-1	29	-5	4.6	16	4	-3	-19	4
Cc1ccc(-n2cc(CNCC3CC(=O)N(C4CC4)C3)c(-c3cccc(C)c3)n2)cc1 (stereo unspecified)	0	-2	-14	-0.3	17	11	27	-11	-3
Cc1cc(C)nc(SCC2COc3ccccc3O2)n1 (stereo unspecified)	7	20	-4	-1.8	2	5	-6	16	-3
COCCCN1CC(=O)N2C(c3ccccc3)c3[nH]c4ccccc4c3C[C@H]2C1=O (stereo partly specified)	1	7	-1	2.3	9	-7	-12	5	-1
O=C(NNC1=NCCCCC1)Nc1cccc(Cl)c1	3	10	4	2.5	15	-11	-71	-54	2
CC(C)(C)NC(=O)NC(=O)COC(=O)c1nc(-c2ccccc2)n(-c2cccc(C(F)(F)F)c2)n1	-1	-1	-5	0.8	18	-6	8	-16	-1
CC(=O)c1ccc(S(=O)(=O)N2CCN(C(=O)CN3C(=O)NC4(CCCC4)C3=O)CC2)cc1	0	5	2	0.7	-8	9	12	-20	-5
Cc1nnnn1CC(=O)Nc1ccccc1[N+](=O)[O-]	-1	16	-6	0.1	-9	6	4	11	1
COc1ccc(/C=C/C(=O)NC(=S)Nc2ccc(S(=O)(=O)Nc3cc(C)on3)cc2)cc1	-7	10	5	2.4	10	12	9	-3	0

Structures listed above marked active in CCR6 antag:
mol | UPR XBP1 act | CCR6 antag | EBI2 antag | CXCR6 block | Mdm2 MdmX PPI | APJ antagonist | APJ ag
COc1cc(SSc2cc(OC)cc([N+](=O)[O-])c2N)c(N)c([N+](=O)[O-])c1 | -4 | 54* | 41 | 30 | -39 | -17 | 0

The listing continues.
SMILES	UPR XBP1 act	CCR6 antag	EBI2 antag	UPR CHOP act	tim23-1 inh	CXCR6 block	Mdm2 MdmX PPI	APJ antagonist	APJ ag
COc1ccc(Cn2c(=O)[nH]c3cc(C(=O)N4CCN(c5ccccc5OC)CC4)ccc3c2=O)cc1	-5	8	-1	5.2	-1	1	26	-8	-1
O=S(=O)(NCc1cn2ccccc2n1)c1cccs1	-1	-6	0	2.4	3	-13	-2	3	-6
CCOC(=O)c1c(NC(=O)c2ccnn2C)sc(C)c1C	-7	13	-4	-1.5	-4	-1	10	-5	-2
O=C(CC1CCCCC1)NCc1cn2ccsc2n1	-3	7	-2	-1.6	0	-5	14	-16	-4
CCn1c(COc2ccccc2)nnc1SCC(=O)NC1CCCCC1	-5	9	-7	-3.8	1	-6	20	24	-4
COC(=O)CNC(=O)c1c(-c2c(Cl)cccc2Cl)noc1C	-2	-7	-14	-0.5	4	-6	15	26	-3
Cc1cc(C)c2nc(N3CCC(C(=O)NCCCN4CC(C)CC(C)C4)CC3)sc2c1 (stereo unspecified)	6	25	-4	4.3	10	-21	97*	14	1
CC(C)=CCC(C)(C)C1OCCN1C(=O)c1ccccc1 (stereo unspecified)	1	-2	1	-0.2	21	-1	10	0	-3
COc1cccc(/C=N/Nc2ncnc3scc(-c4ccccc4)c23)c1O	9	-2	10	9.9	59*	-4	82*	1	-2
CCN(CC)CCNC(=O)c1cc(Br)c(N)cc1OC	-8	4	-2	1.9	8	0	41	6	-6
CC(=O)N1C(=O)C2(C(C#N)=C(N)Oc3c2c(C)nn3-c2ccccc2)c2ccccc21 (stereo unspecified)	-8	-8	9	-3.5	36	-4	-7	-92	6
N#CCC(=O)Nc1ccc(C(=O)OCC(=O)c2c[nH]c3ccccc23)cc1	0	-4	1	1.2	-3	-8	-22	-6	6
C[C@H](N)c1nnc(SCc2ccc(Cl)cc2Cl)o1	1	-14	3	-0.2	20	9	6	1	-5
CCOc1ccc2nc(NC(=O)COc3ccc(N(C)S(=O)(=O)c4ccc(C)cc4)cc3)sc2c1	-3	15	14	-1.9	1	8	11	6	-3
CC(=O)NC(Cc1cccc(C)c1)C(=O)NC1CCN(c2ncccc2[N+](=O)[O-])CC1 (stereo unspecified)	-3	8	-3	3.7	16	-2	-9	4	0
CC(=O)C1=C(O)C(=O)N(C)C1c1ccccc1[N+](=O)[O-] (stereo unspecified)	6	-11	-16	0.3	3	-12	-11	1	2
NC1=NC[C@H](Cc2ccc(O)cc2)N1CCCCC1CCCCC1	0	11	8	1.4	30	7	50*	19	2
Cc1ccc(S(=O)(=O)N(C)c2ccc(OCC(=O)Nc3nc4c(ccc5ccccc54)s3)cc2)cc1	-1	-3	3	1.9	20	-12	27	12	1
O=C(CNS(=O)(=O)c1cccc(Br)c1)NCCCc1ccccc1	-2	6	3	-0.6	6	-4	-6	17	-1
CCOC(=O)N1CCN(C(=O)C2CCN(S(=O)(=O)N(CC)CC)CC2)CC1	0	-10	-11	1.7	3	-3	-8	7	-3
COc1ccc(-c2[nH]ncc2CN2CCN(c3ccc(F)cc3)CC2)cc1	-1	14	-4	-3.2	32	6	24	8	-1
O=C(NC(=S)Nc1cc([N+](=O)[O-])ccc1O)c1ccc2c(c1)OCO2	-3	32	6	0.6	16	20	-57	23	-9
O=S(=O)(c1ccc(Br)cc1)c1nc(-c2ccccc2)oc1NCc1cccnc1	0	10	9	-0.7	4	4	23	5	-1
Cc1cc(C)n(C(CC(=O)N2CCc3ccccc3C2)C(=O)O)n1 (stereo unspecified)	1	13	-8	-2.8	9	2	19	12	-4
O=C(CN1C(=O)NC(c2ccccc2)(c2ccccc2)C1=O)Nc1cccnc1Cl	0	6	-5	0.9	3	-3	-2	-4	-3
CCc1ccc(S(=O)(=O)NCc2csc(C)n2)s1	-2	2	0	-2.1	18	-1	-14	6	4
Cc1ccc(C(=O)Nc2ccc(Cl)cn2)cc1S(=O)(=O)N1CCOCC1	0	-9	6	0.7	24	-4	18	5	2
Cc1cc(C(=O)OCC(=O)N2CCc3ccccc32)c(C)o1	6	7	1	5.8	3	1	-119	26	-3

Screening data deposited in PubChem BioAssay by Sanford-Burnham Center for Chemical Genomics.
